Assay outcomes: PubChem, several laboratories
BAP1 block – human BAP1 deubiquitinase inhibition; AID 436; hit rate 0.48% among 72,000; Q92560; activity remaining (% of control), % at 20 µM; recombinant BAP1, Ub-AMC hydrolysis fluorescence kinetic; hits give low values;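 active = activity remaining at or below 50% of control, provided the compound also passes the data quality filters; inactive = the rest, including low values that fail the filters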;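 note: 100% = DMSO wells rate and 0% = substrate alone blank rate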
Target sequence (Q92560 whole entry, looked up): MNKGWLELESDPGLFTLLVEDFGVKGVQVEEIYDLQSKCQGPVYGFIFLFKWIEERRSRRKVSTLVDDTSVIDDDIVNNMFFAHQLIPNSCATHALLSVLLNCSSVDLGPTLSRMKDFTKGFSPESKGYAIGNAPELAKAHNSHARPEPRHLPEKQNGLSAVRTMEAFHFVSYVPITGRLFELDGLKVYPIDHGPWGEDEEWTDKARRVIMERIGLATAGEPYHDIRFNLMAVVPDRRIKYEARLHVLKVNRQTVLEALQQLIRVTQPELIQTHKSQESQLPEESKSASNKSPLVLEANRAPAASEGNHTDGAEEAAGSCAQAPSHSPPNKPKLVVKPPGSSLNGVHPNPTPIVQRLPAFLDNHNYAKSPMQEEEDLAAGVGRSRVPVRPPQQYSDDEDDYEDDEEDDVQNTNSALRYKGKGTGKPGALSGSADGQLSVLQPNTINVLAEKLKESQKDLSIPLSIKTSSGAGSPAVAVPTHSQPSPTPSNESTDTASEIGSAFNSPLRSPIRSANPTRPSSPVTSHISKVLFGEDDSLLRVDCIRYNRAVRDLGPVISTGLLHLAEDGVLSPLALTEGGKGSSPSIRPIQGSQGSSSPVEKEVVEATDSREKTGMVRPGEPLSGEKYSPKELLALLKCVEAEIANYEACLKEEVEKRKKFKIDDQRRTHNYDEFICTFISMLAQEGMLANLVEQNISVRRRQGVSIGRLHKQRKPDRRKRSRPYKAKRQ
HePTP inhibitor – inhibitors of human HePTP phosphatase; AID 521; hit rate 0.64% among 110,000; recombinant HePTP phosphatase activity, OD absorbance; P35236; inhibition, % at 20 µM; in the data active = inhibition above about 50%;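 note: plate controls were vehicle for no effect and reference inhibitor for full effect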
Target sequence (P35236 whole entry, looked up): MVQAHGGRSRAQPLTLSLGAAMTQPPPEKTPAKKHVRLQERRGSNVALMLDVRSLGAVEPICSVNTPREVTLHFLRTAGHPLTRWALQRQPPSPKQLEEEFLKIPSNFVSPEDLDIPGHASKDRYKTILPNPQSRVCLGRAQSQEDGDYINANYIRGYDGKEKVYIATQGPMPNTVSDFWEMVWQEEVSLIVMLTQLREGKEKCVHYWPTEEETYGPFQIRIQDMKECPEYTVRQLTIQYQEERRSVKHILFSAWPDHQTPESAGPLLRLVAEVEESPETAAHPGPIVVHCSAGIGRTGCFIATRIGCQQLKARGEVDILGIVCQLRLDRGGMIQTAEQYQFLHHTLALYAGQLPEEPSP
The depositor's hits bear a star; i = inactive; nt = no result given; & = joins results of further samples.

Start of the data: the first 4 compounds, to show the layout:
BAP1 block	HePTP inhibitor	SMILES
97	-3	Cn1c(NC(=O)c2cc(Br)ccc2Cl)cc(=O)n(C)c1=O
98	0	O=C(CCCn1c(=O)c2ccccc2n(Cc2ccccc2)c1=O)NCc1ccco1
67	8	Cn1c(=O)[nH]c(=O)c2c1nc(CN1CCN(c3cccc(Cl)c3)CC1)n2CCc1ccccc1
85	9	O=c1oc2c3c4c(cc2s1)CCCN4CCC3

The listing, previewed entries included:
BAP1 block	HePTP inhibitor	SMILES
97	-3	Cn1c(NC(=O)c2cc(Br)ccc2Cl)cc(=O)n(C)c1=O
98	0	O=C(CCCn1c(=O)c2ccccc2n(Cc2ccccc2)c1=O)NCc1ccco1
67	8	Cn1c(=O)[nH]c(=O)c2c1nc(CN1CCN(c3cccc(Cl)c3)CC1)n2CCc1ccccc1
85	9	O=c1oc2c3c4c(cc2s1)CCCN4CCC3
nt	5	Nc1nc2n(n1)C(c1ccccc1)C=C(c1ccccc1)N2 (stereo not drawn)
161	1	COc1ccc(CN2CCC(=O)NC2=O)cc1
103	10	O=C(O)CCc1nn2c3ccccc3nc2n(CCN2CCCCC2)c1=O
nt	3	O=C1NCc2ccccc2C1(c1ccc(F)cc1)c1ccc(F)cc1
101	7	NC(=O)C1CCN(Cc2nc(-c3ccccc3)no2)CC1
nt	4	O=C(CSCc1ccccc1)Nc1nnc(/C=C/c2ccccc2)s1
86	nt	Cc1cc(C)c(NC(=O)C[C@H](CC(=O)O)c2cccc3ccccc23)c(C(=O)N2CCC3(CCCC3)CC2)c1
nt	5	C/C(=N\NC(=O)COc1ccccc1C)c1ccccc1
nt	6	N#Cc1nc(-c2ccco2)oc1NCCCn1ccnc1
99	-7	CCN(CC)C(=O)COC(=O)c1ccc(O)cc1
333	13	CCCc1cc(N2CCCC2)n2nc(C)c(-c3ccccc3)c2n1
nt	-4	Clc1ccccc1CSc1nnc(-c2ccccn2)n1Cc1ccco1
nt	-8	Cc1cc(SCc2ccccc2)n2ncnc2n1
124	6	C=CCn1c(SCC(=O)Nc2ccc3c(c2)OCO3)nnc1-c1ccccc1
177	nt	CCCCCCc1cc2c(C(F)(F)F)cc(=O)oc2cc1OC(C)=O
94	nt	CN1CCc2cc(NC(=O)Nc3cccnc3)ccc21
nt	8	COc1ccc(NC(=O)c2sc3nccc(=O)n3c2C(=O)O)cc1
nt	-10	Clc1ccc2c(Sc3cccc4cccnc34)ccnc2c1
95	-5	CCOC(=O)N1CCN(C(=O)CCN2C(=O)COc3ccccc32)CC1
nt	-15	Cc1cccc(-n2c(C)cc(/C=C3/NC(=O)NC3=O)c2C)c1
nt	18	Cc1ccc2oc(-c3ccc(NC(=O)/C=C/c4ccccc4)cc3O)nc2c1
nt	3	CN1CCN(Cn2c(O)c(N=NC(=O)c3ccccc3Br)c3ccccc32)CC1
nt	7	O=C(Cn1c(=O)sc2ccccc21)Nc1ccccc1C(=O)O
nt	6	Cc1ccnc(Sc2nc3c(c(=O)[nH]c(=O)n3C)n2CCCc2ccccc2)n1
263	nt	COc1ccc2oc(=O)c(-c3nc4sc5c(c4c(=O)[nH]3)CCCC5)cc2c1
nt	-9	COc1ccc(Br)cc1CN1CCN(S(=O)(=O)c2ccc(Cl)cc2)CC1

3 consecutive compounds already listed, for reference:
BAP1 block	HePTP inhibitor	SMILES
nt	6	Cc1ccnc(Sc2nc3c(c(=O)[nH]c(=O)n3C)n2CCCc2ccccc2)n1
263	nt	COc1ccc2oc(=O)c(-c3nc4sc5c(c4c(=O)[nH]3)CCCC5)cc2c1
nt	-9	COc1ccc(Br)cc1CN1CCN(S(=O)(=O)c2ccc(Cl)cc2)CC1

Exported with values under each structure: four of the compounds above.
Every second line gives: BAP1 block	HePTP inhibitor
- CN1CCN(Cn2c(O)c(N=NC(=O)c3ccccc3Br)c3ccccc32)CC1
 : nt	3
- O=C(Cn1c(=O)sc2ccccc21)Nc1ccccc1C(=O)O
 : nt	7
- Cc1ccnc(Sc2nc3c(c(=O)[nH]c(=O)n3C)n2CCCc2ccccc2)n1
 : nt	6
- COc1ccc2oc(=O)c(-c3nc4sc5c(c4c(=O)[nH]3)CCCC5)cc2c1
 : 263	nt

Next records.
BAP1 block	HePTP inhibitor	SMILES
nt	-14	COc1ccc(S(=O)(=O)Nc2ccc(N3CCOCC3)cc2)cc1[N+](=O)[O-]
nt	-2	Cc1ccc(C)n1-c1ccc(C(=O)NN)c(Cl)c1
nt	4	CC(=O)CCc1oc2ccc(Cl)cc2c1-c1ccc(C)o1
109	6	CCCN(CCC(=O)Nc1cc(OC)cc(OC)c1)CC1CC1
nt	7	CCOC(=O)c1c(-c2cccs2)csc1NC(=O)c1ccncc1
nt	2	C=CCN1C(=O)NC(=O)/C(=C\c2ccccc2OC)C1=O
138	nt	COC(=O)C1=C(C)N(C)C(=S)NC1c1ccc(OC)c(OC)c1 (stereo not drawn)
nt	-3	COc1ccc(OC)c(/C=C/C(=O)c2ccc(Cl)cc2)c1
94	4	CCCCNC(=O)Nc1ccnn1C1CCCCC1
nt	94*	Cc1ccc2oc(-c3ccc(NC(=O)c4ccc(-c5ccc(Cl)cc5)o4)cc3O)nc2c1
nt	4	CC(Oc1ccc(Cl)cc1)C(=O)Nc1nccs1 (stereo not drawn)
nt	-3	O=C(NN1C(=O)C2C3C=CC(C4CC34)C2C1=O)c1cccc(Br)c1 (stereo not drawn)
nt	3	COc1ccc(OCC(=O)N2CCC(C(N)=O)CC2)cc1
nt	14	O=C(O)c1ccccc1C(=O)Nc1ccc2nc(SCc3nc4ccccc4[nH]3)sc2c1
93	3	CCOC(=O)N1CCC(n2c(SCC(=O)NCCC3=CCCCC3)nc3ccccc3c2=O)CC1
56	nt	O=[N+]([O-])c1ccc(Nc2ccccc2O)c2nonc12
89	2	CSc1nc(-c2ccco2)nn1S(C)(=O)=O
86	0	CCOC(=O)c1[nH]c(Cc2[nH]c(C(=O)OCC)c(C)c2CCC(=O)OC)c(CCC(=O)OC)c1C
nt	-6	CCOc1ccccc1N/C=C(/C#N)c1nc(-c2ccc(OC)c(OC)c2)cs1
92	-8	O=C(CCn1c(=O)c2sccc2n(CC(=O)NCc2ccco2)c1=O)NCc1ccccc1
nt	4	Cc1ccc(/C=C2\SC(=O)N(CCC(=O)Nc3ccccc3)C2=O)cc1
102	9	CC12COC3(C(=O)Nc4ccc(Cl)cn4)CC1CCC32C (stereo not drawn)
103	4	CN(C(=O)c1ccccn1)c1nnc(-c2cnccn2)s1
101	0	COc1cccc(C(=O)NC2CCSC2=O)c1 (stereo not drawn)
77	10	Cc1cc(C)cc(N(CC(=O)N2CCN(c3ccccc3)CC2)S(=O)(=O)c2c(C)noc2C)c1
124	1	COc1ccc(OC)c(NC2c3ncccc3C(=O)N2Cc2ccco2)c1 (stereo not drawn)
96	4	CCS(=O)(=O)NCc1cn2c(C)csc2n1
nt	1	CCC(=O)N1CCc2cc(Br)cc(S(=O)(=O)N3CCN(c4ccccn4)CC3)c21
115	4	CCn1c(SCC(=O)NCC(=O)Nc2ccc(F)cc2)nnc1-c1cccs1
96	6	CCN(CC)CCNC(=O)NC1CCCCC1

Later entries.
BAP1 block	HePTP inhibitor	SMILES
118	-4	COC(=O)COC(=O)c1ccc(-n2nnnc2SC)cc1
nt	-9	CN1C(=O)C(=Cc2ccc(-c3ccccc3Cl)o2)C(=O)N(C)C1=O
90	10	CC(C)c1ccc(NC(=O)CSc2nc3c(c(=O)[nH]2)CCC3)cc1
nt	-2	CCc1cc(C)nc2cc(-c3ccccc3)nn12
72	8&-12	Cc1c(NC(=O)c2cccc(F)c2)c(=O)n(-c2ccccc2)n1C
109	6	COc1ccc(N2C(=O)C3CCCN3C2c2ccccc2)cc1 (stereo not drawn)
nt	3	O=C(O)CCP(=O)(O)C(O)c1ccccc1 (stereo not drawn)
nt	10	O=C(O)c1ccc2c3c(cccc13)C(=O)N(c1cccc3ccccc13)C2=O
72	8	CCCCNC(=O)CCSc1nc2nc(C)cc(C)n2n1
100	3	CS(=O)(=O)N(CC(=O)N1CCCC1)c1cccc(Cl)c1Cl
135	nt	O=C1Sc2cccc3cccc1c23
nt	3	CC(C)CCNC(=O)c1cc(Cl)ccc1Cl
nt	-6	CC(=O)C1(C)N(O)C(C)(C)C(c2ccc(Br)cc2)=[N+]1[O-] (stereo not drawn)
nt	-14	Cc1c(C)n(O)c2ccc3nonc3c12
83	nt	O=C(O)c1ccccc1C(=O)Nc1ccc2c(c1)OCCO2
91	1	O=C(Nc1ccc2nc(-c3cccnc3)[nH]c2c1)c1ccco1
nt	-3	CCCCSc1nnc(-c2ccc(Br)cc2)o1
nt	9	COc1ccc(NC(=O)c2ccccc2NC(=O)c2ccccc2)cc1
97	-7	CC(C)N(Cc1ccccc1)C(=O)c1cnc2n(c1=O)CCS2
nt	0	Cc1ccccc1C(=O)Nc1ccc(-c2ccccc2)cc1
103	5	CCOC(=O)c1ccc(N2C(=O)C(C)=C(C)C2=O)cc1
nt	2	O=C(/C=C/c1ccc([N+](=O)[O-])cc1)NCCSc1ccccn1
63	nt	Nc1scc[n+]1CC(=O)c1ccc(Cl)cc1
119	2	O=C1c2ccccc2C(=O)N1Cc1ccco1
93	12	O=C(O)CCC(=O)NCc1ccc2[nH]c3c(c2c1)CCCC3
nt	3	COc1ccccc1Cc1noc(-c2ccc(Br)cc2)n1
87	-10	CC1=C(C(N)=O)C(c2ccccc2)n2nc(-c3cccs3)nc2N1 (stereo not drawn)
nt	9	Nc1nnc(SCc2ccc(Br)cc2)s1
523	0	CSc1ccc(-c2c(C#N)c(N)nc3c2CCCC3)cc1
92	12	COc1ccc(OC)c(NC(=O)C2CCN(c3nc(C)cc(C)n3)CC2)c1

(list continues)
BAP1 block	HePTP inhibitor	SMILES
nt	102*	O=C(O)c1ccc2c(c1)C1C=CCC1C(c1cccc([N+](=O)[O-])c1)N2 (stereo not drawn)
101	nt	CN(C)CCC=C1c2ccccc2C=Cc2ccccc21
102	8	O=C(COc1ncnc2ccccc12)N1CCN(S(=O)(=O)c2ccccc2)CC1
100	14	Cc1cc(C(=O)Nc2ccccn2)cs1
nt	4	O=[N+]([O-])c1ccccc1S(=O)(=O)Nc1cccc(I)c1
99	-7	O=C(CN1CCC(n2nnc3ccccc32)CC1)NCc1cccs1
92	-3	COc1ccc(S(=O)(=O)NCCOc2ccccc2)cc1OC
nt	18	Cc1[nH]c2ccc(Br)cc2c(=O)c1CC=C(Cl)Cl
161	nt	O=C(CSC1=NC(=O)C(c2ccccc2)C(=O)N1)Nc1ccccn1 (stereo not drawn)
101	3	Fc1cccc2sc(N3CCOCC3)nc12
nt	-11	O=C(c1ccc(N2CCN(C(=O)c3c(F)cccc3F)CC2)cc1)c1cccc(F)c1
66	nt	COc1ccc2cc(NC(=O)c3ccc(Cl)c([N+](=O)[O-])c3)c(=O)oc2c1
72	-4	COCCNC(=O)c1ccccc1NC(=O)c1ccc(OC)c(OC)c1
115	4	CC(C)CCNC(=O)CN(C)S(=O)(=O)c1cccc2nsnc12
71	-9	CCOc1cc(S(=O)(=O)NCc2ccccn2)c(C)cc1C
87	3	COc1cccc(C(=O)Nc2ccc(NC(=O)C(C)C)nc2)c1
121	2	CC(NCCO)C(=O)C12CC3CC(CC(C3)C1)C2 (stereo not drawn)
i	4	CCCCc1cc(=O)oc2c(CN(C)C)c(O)c(Cl)cc12
nt	-8	O=C(O)c1ccccc1C(=O)Nc1cccc(-c2cn3ccccc3n2)c1
nt	-1	Cc1cc(C=O)c(C)n1-c1cccc([N+](=O)[O-])c1
103	nt	CC(=O)NC(CCS(C)(=O)=O)C(=O)N1CCc2ccccc21 (stereo not drawn)
nt	-10	COc1ccc(C2CC(c3ccc(F)cc3)=NN2c2cccc(F)c2)cc1OC (stereo not drawn)
nt	10	Cc1c(C(c2cc(Br)ccc2O)c2c(C)n(C)n(-c3ccccc3)c2=O)c(=O)n(-c2ccccc2)n1C
123	4	COc1ccc(N2CCN(C(=O)CN(c3ccccc3)S(C)(=O)=O)CC2)cc1
nt	-3	O=C(Nc1ccc2c3c(cccc13)CC2)c1ccco1
51	nt	O=C1c2ccccc2C(=O)N1CCCCN(C(=O)c1cccc(Cl)c1)c1ccc(Cl)cc1
123	3	CN(C)S(=O)(=O)c1ccc(N2CCOCC2)nc1
nt	-9	O=C(Nc1ccc2nn(-c3ccc(F)cc3)nc2c1)c1ccc(Cl)c([N+](=O)[O-])c1
98	11	CCc1nc2ccccc2n1Cc1ccccc1OC
62&95	7	CN(C)CCCN1c2ccccc2Sc2ccc(Cl)cc21

(continued)
BAP1 block	HePTP inhibitor	SMILES
nt	-13	CC1CCN(C2=NC(=O)/C(=C/c3ccc(N(C)C)cc3)S2)CC1
104	-7	N#CCCN1CCN(S(=O)(=O)c2ccc(S(=O)(=O)NCC3CCCO3)cc2)CC1 (stereo not drawn)
100	nt	CCCOc1ccccc1C1NC(=O)NC(C)=C1C(=O)OCCc1ccccc1 (stereo not drawn)
51	nt	Cc1[nH]c2ccccc2c1C(=O)CSc1ncn[nH]1
93	8	CN(C)/C=N/c1nc2ccc3c(c2s1)CCCC3
nt	10	COc1cc(NC(=O)Cn2nc([N+](=O)[O-])c(Cl)c2C)cc([N+](=O)[O-])c1
nt	8	COC(=O)c1sccc1NC(=O)COc1ccc(Cl)cc1
54	nt	CC1=C(C(=O)OCCc2ccccc2)C(c2cc3c(cc2[N+](=O)[O-])OCO3)C2=C(CC(c3ccccc3)CC2=O)N1 (stereo not drawn)
93	9	CN(C)S(=O)(=O)N1CCC(Cc2ccccc2)CC1
nt	-15	CCOc1ccccc1NC(=O)c1c(NC(=O)c2cccs2)sc2c1CCCC2
60	-9	Cc1c(C(=O)NCc2ccc3c(c2)OCO3)oc2ccc(S(=O)(=O)N3CCCCC3)cc12
nt	7	Cc1ccc(C)c(N(CC(=O)Nc2cc(Cl)ccc2C)S(=O)(=O)c2ccccc2)c1
nt	3	CCC(=O)OCCn1c(=O)c2ccccc2c2ccccc2c1=O
83	4	Cc1ccc(OCCCC(=O)Nc2ccc3c(c2)OCO3)cc1
nt	3	CC(=O)Oc1ccc(C(=O)Nc2ccc(C(=O)O)cc2)cc1

Random draw from the library. Share with any hit: about 0.83%.
